Assay outcomes from PubChem BioAssay.
Ins promoter up – MIN6 insulin promoter up-regulation; MIN6 insulin promoter-GFP reporter, high-content imaging; stronger effect = higher value; z-score at 5 µM; actives 0.3% (n = 190,000);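 active = z-score above 3 at 5 µM with at least 500 cells counted in the well; inconclusive = wells under 500 cells, flagged as cytotoxic or low count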
Dynein transport – dynein cargo transport inhibition | 3617.4 mouse cells, GR-EGFP nuclear translocation imaging; test concentration mostly 20 µM; stimulated with dexamethasone, 1 µM; stronger effect = lower value | z-score, hits read low | actives 0.47% (n = 220,000);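 active = plate z-score of nuclear minus cytoplasmic receptor signal below a set negative limit, without overly bright fluorescence or cell loss, cut at about -3.5 in these data, passing the limit was not always enough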;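 note: z-score of nuclear minus cytoplasmic ring GR-EGFP intensity difference per well; some compounds called inactive have numbers as strong as hits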
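Buffer or medium: tet-free, stripped-serum medium; Also added: dexamethasone, 1.0 µM final; Technique: high-content fluorescence imaging after fixation; Times: 48 h induction, 1 h compound, 30 min dex at 37 °C; Read-out: per-cell GR-EGFP intensity, nucleus versus surrounding cytoplasmic ring, well-averaged.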
M1AAP inhibition – malaria alanyl aminopeptidase activity blockers – biochemical, fluorogenic H-Leu-NHMec substrate, 1536-well (AID 1445); recombinant M1AAP, H-Leu-NHMec fluorogenic kinetic assay; higher % means a stronger effect; actives 0.42% (n = 220,000); inhibition, % at 30 µM; hits with a dose series show IC50 in µM;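 active = primary inhibition above the hit cutoff, then over 50% inhibition at one or more dose response concentrations, cut at about 23% in these data, passing the limit was not always enough; inconclusive = conflicting primary data, or primary hits not chosen for dose response; inactive = low primary inhibition, or under 50% at every dose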;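 note: plate controls were DMSO full reaction for no effect and no enzyme background for full effect; strong numbers were not always called active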
CSM14.1 death rescue – protection against thapsigargin-triggered cell killing – 384-well, CSM14.1, ATP luminescence, primary screen (AID 1222); 190,000 tested, under 10 active; CSM14.1 thapsigargin-induced death rescue, ATP luminescence; higher % means a stronger effect; cellular ATP content (survival), % at 20 µM; hits with a dose series show EC50 in µM;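 active = EC50 below 50 µM in the dose-response confirmation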;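 note: death triggered by thapsigargin at about 15 µM added after 2 h compound pretreatment; cell ATP read after overnight thapsigargin exposure of roughly 18 to 22 hours; normalized against plate controls of thapsigargin alone and 5% DMSO vehicle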
M17LAP inhibition – P. falciparum M17LAP inhibitors, primary screen, biochemical, fluorogenic H-Leu-NHMec substrate, 1536-well (AID 1619); actives 0.38% (n = 220,000); one-dose inhibition, % at 30 µM; IC50 in µM for titrated hits; recombinant M17LAP, H-Leu-NHMec fluorogenic kinetic assay; higher % means a stronger effect;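 active = compound inhibiting the enzyme by more than half at any dose during confirmatory dose-response retesting; inconclusive = strong single-dose inhibitors picked by rank but not retested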;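 note: plate controls were full reaction with DMSO carrier for no effect and no enzyme background for full effect; strong numbers were not always called active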
MT stabilize HCS – microtubule stabilization, imaging screen; HeLa tubulin immunostaining HCS, 24 h; share of cells brighter than vehicle mean+2SD; % tubulin-high responders, % at 10 µM; actives 0.83% (n = 200,000); AID 2205;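 active = plate Z-score above 3 for both tubulin-high and condensed-nucleus cell shares, with cell loss under 80%, at 10 µM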;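 note: anti alpha tubulin signal scored within the nucleus-defined area of each cell; some results filed as inactive read as strong as hits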
Autophagy mod – modulators of autophagy | MEF GFP-LC3 puncta imaging; test concentration mostly 10 µM | calls only at 10 µM (by protocol) | actives 0.98% (n = 190,000);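 active = percentage of spot-positive cells more than 3 SD above its plate mean, without a fluorescence outlier flag or 80% toxicity; inconclusive = no clear call, values can overlap the other calls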;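 note: spot-positive cell cutoff set from DMSO-treated cells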
Yfh1-off respiration – mitochondrial function rescue without frataxin homolog – Friedreich's ataxia, plus single-dose screen, dose response (AID 1465) | fold induction at 50 µM; hits with a dose series show EC50 in µM | actives 0.074% (n = 220,000) | S. cerevisiae Yfh1-off respiration, WST-1 reduction, 72 h; higher fold induction means a stronger effect;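 active = fold induction of absorbance versus untreated yeast above a set limit, then at least 30% activation at any dose in follow-up; inconclusive = repeats straddling the limit, or above it without dose testing; inactive = fold induction below the set limit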;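 note: activators that raise dye reduction in frataxin-depleted yeast; strong numbers were not always called active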
Hep lipid drop – modulators of hepatic lipid droplet formation; AML12 mouse hepatocytes, oleate lipid droplets, BODIPY imaging; inhibition, % at 6.5 µM; actives 0.4% (n = 240,000); AID 1656;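 active = lipid droplet intensity inhibited by at least 50%, with more than 500 cells counted; inconclusive = wells with under 300 cells, treated as cytotoxic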
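Material – AML12 mouse liver cells · Also added – oleate loading, 100 µM · Compound dosing – 6.5 µM single-point dosing · Times – overnight treatment with compound plus oleate · Measured by – fluorescence imaging, 20x objective, two fields per well · Read-out – percent inhibition of filter-corrected integrated lipid droplet intensity per well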
Dynein transport cytoplasmic EGFP – recorded beside Dynein transport, whose call it bears; z-score; measured here: cytoplasmic GR-EGFP intensity; stronger effect = higher value
Dynein transport nuclear GR-EGFP – also measured in Dynein transport; calls as there; z-score; measured here: nuclear GR-EGFP intensity;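 lower value marks the stronger effect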
Dynein transport cell count – also measured in Dynein transport; calls as there; z-score; measured here: cell count per field
Ins promoter up cell count – second read-out of Ins promoter up, no call of its own (marks repeat the call); cell count; measured here: cytotoxicity, nuclei count;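 total cells summed across four imaged fields per well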
Hep lipid drop cells 6.5 µM – second read-out of Hep lipid drop, no call of its own (marks repeat the call); cell count; measured here: cell count, cytotoxicity flag;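 cells counted across two imaged fields per well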
MT stabilize HCS Hoechst-high % – second read-out of MT stabilize HCS, no call of its own (marks repeat the call); % Hoechst-high responders; measured here: nuclear condensation Hoechst responders;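 share of cells brighter than vehicle mean plus two SD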
MT stabilize HCS cytotoxicity % – second read-out of MT stabilize HCS, no call of its own (marks repeat the call); toxicity, %; measured here: cytotoxicity by cell density;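 0% = mean cell density of plate MIN control wells and 100% = no cells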
Autophagy mod cell loss 18 h – also measured in Autophagy mod; calls as there; toxicity, %; measured here: cell loss, nuclei count;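 cell loss after 18 h compound exposure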
Starred values were filed as active, the others as inactive; i = inactive; u = inconclusive; x = not tested or not shown. Random draw from the library; 3.5% or so of the library scored in one or more.

Sequence of screens: M17LAP inhibition, Dynein transport cell count, MT stabilize HCS, Autophagy mod, MT stabilize HCS cytotoxicity %, Dynein transport, Ins promoter up, Ins promoter up cell count, Yfh1-off respiration, Hep lipid drop, Dynein transport nuclear GR-EGFP, MT stabilize HCS Hoechst-high %, Autophagy mod cell loss 18 h, Dynein transport cytoplasmic EGFP, M1AAP inhibition, Hep lipid drop cells 6.5 µM, CSM14.1 death rescue
- O=C(NCc1cccs1)C1CCC(CNS(=O)(=O)c2ccc(Br)s2)CC1 (centres undefined)
  -3.1%, 0.865, 1.5, i, 7.4, -0.915, -0.3, 1115, i, x, -0.423, 1.0, 17.5, -0.161, -4.7%, x, -0.2%
- O=C(COC(=O)c1cncc(Br)c1)NCc1ccc2c(c1)OCO2
  -1.9%, 0.05, 2.8, i, 6.9, 0.29, -0.17, 1273, i, -19.0, 0.399, 2.5, 3.5, -0.343, 1.2%, 708, x
- Cc1cc(C(=O)Nc2cccc([N+](=O)[O-])c2)c(C)o1
  20.2%, 0.622, 4.0, i, 1.1, -0.369, -0.21, 1144, i, -8.1, -0.559, 2.7, 2.8, -0.274, 5.0%, 678, 0.1%
- Cc1ccc(C)c(N2CCN(C(=O)CN3C(=O)c4ccccc4C3=O)CC2)c1
  5.8%, 1.17, 2.8, i, 13.3, -1.04, 0.83, 1495, i, x, -0.266, 2.7, -14.7, 0.192, 2.1%, x, -1.4%
- COC(=O)N/N=C/c1cc(Cl)cc(Cl)c1OCc1ccc(F)cc1
  -1.6%, 0.296, 2.3, i, 13.0, -0.0104, -0.24, 1032, i, 2.2, 0.22, 2.9, -14.8, -0.0132, 9.2%, 663, -2.4%
- Cc1ccc(S(=O)(=O)NCCNC(=O)c2nonc2N)cc1
  -1.1%, 0.714, 2.1, i, 5.7, -0.139, 0.63, 2305, i, -5.3, -0.43, 3.7, 3.2, -0.154, -0.3%, 632, -3.6%
- Cc1ccc(NC(=O)CC(=O)c2ccc([N+](=O)[O-])cc2)cc1S(=O)(=O)Nc1cccc(Cl)c1
  4.4%, 0.751, 3.2, i, 0.4, -1.11, 0.81, 1347, i, x, -0.371, 3.9, 17.6, -0.195, 10.3%, x, -0.6%
- CCOC(=O)c1c(NC(=O)CN2CCCCC2)sc(CN(C)C)c1-c1ccccc1
  -11.2%, -0.594, 2.4, i, 5.6, 0.254, -0.44, 1405, i, -7.4, 0.272, 1.4, 4.6, -0.246, -0.6%, 656, 3.0%
- COc1ccc(OCCSc2ncnc3nc[nH]c23)cc1
  6.3%, 0.62, 3.8, i, 2.8, -0.833, 1.37, 956, i, x, -0.364, 4.1, 10.3, -0.244, 2.0%, x, -0.3%
- COc1ccc(NC(=O)COC(=O)c2ccc(F)cc2F)cc1
  29.6%, 0.255, 3.3, i, 3.9, 0.0216, 0.96, 1455, i, 32.1, 0.0647, 2.1, -13.8, -0.157, -1.5%, 675, -0.8%
- Cc1nc2ccc(S(=O)(=O)NC(C(=O)Nc3nc4ccc(Cl)cc4s3)C(C)C)cc2s1 (centres undefined)
  13.7%, 0.416, 4.4, i, 6.3, -0.0823, u, x, i, x, -0.045, 3.0, -2.7, -0.307, 5.8%, x, -0.8%
- Cn1c(=NC(=O)C2CC2)sc2cccc(F)c21
  5.4%, 0.746, 12.7, i, 2.9, -0.582, -0.22, 956, i, x, -0.182, 3.0, 2.5, -0.276, 10.2%, x, 3.2%
- COc1ccc(N2CC(O)=C(c3n(C)c4ccccc4[n+]3C)C2=N)cc1
  -2.4%, 0.464, 3.0, i, 5.4, 0.0277, 1.08, 879, i, 13.5, 0.0345, 1.8, -12.5, -0.24, 2.2%, 795, -0.9%
- O=C1N=C(N2CCCC2)S/C1=C\c1cn[nH]c1-c1ccccc1
  -4.7%, -0.514, 1.5, i, 4.4, 0.659, -0.3, 1364, i, -11.4, 0.401, 1.7, -9.0, -0.237, 5.8%, 646, -1.7%
- CS(=O)(=O)N(CC(=O)N1CCN(Cc2ccccc2)CC1)Cc1ccccc1
  -3.5%, 0.189, 3.2, i, 5.4, -0.816, 0.05, 1816, i, -10.6, -0.521, 1.8, -3.5, -0.161, 4.3%, 660, -2.0%
- COc1cccc(OCc2cc(/C=N/Nc3ccc(C(=O)O)cc3)ccc2OC)c1
  19.3%, -0.67, x, x, x, 0.0856, 0.13, 958, i, 2.4, 0.995, x, x, -0.254, 9.3%, 726, x
- C#Cc1ccc([C@@H]2C=C(C(=O)OCC=C)O[C@H](OCCCCO)C2)cc1
  -4.8%, 0.751, 1.8, i, 6.1, -1.33, -0.92, 1389, i, -4.1, -0.421, 1.4, -11.8, -0.27, 6.0%, 727, -0.9%
- COc1cc2c(cc1NC(=O)CN(C)Cc1nc3ccccc3c(=O)[nH]1)oc1ccccc12
  -0.6%, -0.0127, 2.9, i, 0.5, 1.23, 0.12, 1217, i, x, 0.76, 2.5, -31.7, -0.133, -0.7%, x, -0.6%
- Cc1ccc(Nc2c(F)c(F)c(F)c(F)c2C(=O)O)c(C)c1
  -308.6%, 0.209, 1.1, i, 2.7, -0.532, 0.16, 1032, i, -2.6, -0.289, 1.6, -3.6, -0.163, 4.0%, 785, -0.1%
- COc1ccccc1NS(=O)(=O)c1cc(NC(=O)c2ccc3ccccc3n2)ccc1Cl
  -4.8%, 0.143, 1.9, i, 4.3, 0.21, -0.17, 1265, i, -40.7, -0.214, 4.7, 2.1, -0.331, 9.3%, 641, 1.0%

Next section:
Sequence of screens: M17LAP inhibition, Dynein transport cell count, MT stabilize HCS, Autophagy mod, MT stabilize HCS cytotoxicity %, Dynein transport, Ins promoter up, Ins promoter up cell count, Yfh1-off respiration, Hep lipid drop, Dynein transport nuclear GR-EGFP, MT stabilize HCS Hoechst-high %, Autophagy mod cell loss 18 h, Dynein transport cytoplasmic EGFP, M1AAP inhibition, Hep lipid drop cells 6.5 µM, CSM14.1 death rescue
- CC(C)(C)NC(=O)CN(Cc1cccs1)C(=O)c1csnn1
  6.5%, -0.347, 2.3, i, 7.0, -0.922, 0.72, 2063, i, 1.1, -0.235, 1.9, -6.3, -0.0945, 13.5%, 420, -1.0%
- Oc1ccccc1/C=N/NC(=S)NC1CC2CC1C1C=CCC21 (centres undefined)
  -1.4%, -0.176, x, x, x, -0.186, -0.51, 1313, i, -1.6, -0.305, x, x, -0.268, 5.4%, 681, x
- COc1ccccc1N1CCN(CC(=O)NCCc2ccc(S(N)(=O)=O)cc2)CC1
  0.2%, 1.28, 4.3, i, 2.2, -0.455, -0.21, 1614, i, 0.3, -0.238, 1.8, -27.0, -0.3, 9.1%, 660, 0.6%
- COc1ccccc1NC(=O)CNC(=O)c1ccccc1C
  -2.4%, -0.639, 2.0, i, 4.5, 0.0498, x, x, i, -0.9, 0.394, 1.4, 1.8, 0.207, -8.8%, 764, 0.7%
- c1ccc(-c2nnc3n2CCCC3)cc1
  -14.0%, 1, 2.9, i, 4.8, -0.668, 0.84, 1390, i, x, 0.314, 2.1, -27.2, -0.2, 3.1%, x, -0.8%
- CN(c1cccc(NC(=O)CCSc2ccccc2)c1)S(C)(=O)=O
  -0.3%, 0.426, 1.9, i, 9.6, -0.572, x, x, i, 15.3, -0.415, 1.9, -2.5, -0.231, -1.7%, 753, -2.8%
- O=c1[nH]c2ccc(N=Cc3c(O)ccc4cc(Br)ccc34)cc2[nH]1
  3.4%, -0.0371, 3.4, i, 6.8, -0.125, 1.02, 1293, i, 3.5, 1.56, 2.6, 8.7, 5.05, 3.4%, 630, 0.1%
- CCSc1nnc(NC(=O)C2CC2c2ccccc2)s1 (centres undefined)
  15.0%, -0.244, 2.9, i, 11.1, 0.676, 0.74, 1164, i, 3.5, 0.422, 3.3, -12.7, -0.246, 5.2%, 669, -1.0%
- O=C1C(=O)N(Cc2ccco2)C(c2cccc(Cl)c2)/C1=C(\O)c1ccc2c(c1)OCCO2 (centres undefined)
  36.2%, 0.418, 5.3, i, 2.6, 0.102, x, x, i, 13.8, 0.607, 2.1, 14.9, 0.477, 17.8%, 797, -3.5%
- CN(C)c1ccc(/C=N/c2cc(-c3ccccc3)nn2-c2ccccc2)cc1
  -3.0%, 0.703, 2.1, i, 5.7, -0.57, -0.64, 653, i, 9.6, -0.489, 2.4, -24.9, -0.112, 16.6%, 778, -1.4%
- CC(=O)N1c2ccccc2NC(=O)C1(C)C
  6.3%, 0.383, 1.5, i, 0.4, 0.191, 1.39, 1656, i, 19.1, 0.155, 1.5, -7.3, -0.327, 8.8%, 624, -1.5%
- COc1cccc(NC(=S)N2CCn3cccc3C2c2cccnc2)c1 (centres undefined)
  3.1%, 0.842, 2.7, i, 20.0, -0.616, 2.1, 1157, i, -5.8, 0.0311, 0.6, 22.5, -0.32, 0.6%, 753, -1.1%
- CC(=O)Nc1ccc(Sc2ccccc2C(=O)Nc2ccc(F)cc2)cn1
  13.8%, -0.0945, 1.8, i, 2.4, 0.0484, 0.07, 1182, i, -1.9, 0.398, 1.9, 5.5, -0.35, 12.8%, 703, -0.8%
